High-throughput results: PubChem, National Center for Advancing Translational Sciences (NCATS)
p53ts 39C kill – p53ts cell cytotoxicity, nonpermissive temperature | H1299-p53A138V viability at 39C, ATP luminescence, 24 h | Potency, µM (highest dose often 46.1 µM), inactives show at the highest dose activity change, negative = cell killing, hits mostly cytotoxic | 130,000 tested, 1.5% active; also: nearly all actives have a fitted effect of over 55% in size
p53ts 32C tox – cytotoxicity in p53ts cells at permissive temperature; H1299-p53A138V at 32C, ATP luminescence viability, 24 h; Potency, µM (top dose mostly 46.1 µM), for inactives: top-dose activity change, negative = cytotoxicity, actives largely listed as cytotoxic; 130,000 tested, 0.93% active; AID 924;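 also: 0% = DMSO and -100% = full killing by reference compound; nearly all actives have a fitted effect of over 55% in size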
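Cells: H1299 p53ts (A138V), 600/well, pre-incubated 16–30 h at 37C. Cpd up to 46 uM, 24 h, 32C. Readout: ATPlite luminescence, 20 min RT. Normalization: DMSO vs tamoxifen 100 uM. AC50 by Hill equation.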
Imprint erasure – genomic imprint erasure induction; mouse ES Peg3-LacZ reporter, beta-gal luminescence, 40 h; Potency, µM (titrated, usually from 60.7 µM), inactives show top-dose activity change, positive = activation, usual class: activators; 110,000 tested, 0.02% active; AID 1948;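 also: 0% = negative control wells on the plate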
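Gelatin-coated wells received 300 freshly trypsinized female ES cells with a Peg3LacZ-Neo reporter on the maternal allele, then incubated 40 hours at 37C. BetaGlo was added for 5 minutes at room temperature before a single luminescence read.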
IkB signaling – suppresses IkB signaling in ABC-DLBCL reporter cells; ABC-DLBCL IkBa-CBG/CBR dual luciferase ratio, 4 h; response scale: scaled: untreated 0%, proteasome inhibitor 100%; Potency, µM (titrated, usually from 57.1 µM), inactives show at the highest dose IkBa stabilization activation; 110,000 tested, 0.04% active; active = well fitted curve in the direction sought with a large enough effect in the signal ratio, not every such curve was filed as active; inconclusive = small, poorly fitted or top-dose-only effect, or a change in a side signal; the % refers to the signal ratio;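 also: the direction sought is a rising ratio; 0% = basal untreated cells and 100% = reference inhibitor full response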
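Luminescence ratio of IκBα-fused green versus native red beetle luciferase in OCI-Ly3 cells, 4 h post-doxycycline with compound; red signal alone, scaled from basal (0%) to zero light (-100%), flagged nonspecific or cytotoxic effects.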
The depositor's hits bear a star; ? = inconclusive; · = not tested or not shown; [ ] = remark or other dose. Unless noted, calls follow the shape of the dose curve; as a rule, active = well fitted curve in the direction sought with a large enough effect; inconclusive = small, poorly fitted or top-dose-only effect, or another doubt; inactive = no such curve, though single readings can be large; an effect the other way counts as inactive or inconclusive. Unless noted, % is scaled to controls: 0 for no effect and ±100 for the full control effect; potency is read from the fitted curve at half-maximal effect.

SMILES | p53ts 39C kill | p53ts 32C tox | Imprint erasure | IkB signaling
Cc1ccc(C2=NN(CC(=O)NCCC(C)C)C(=O)CC2)cc1 | 5% | 7% | -10%[10.9 µM] | -3.0%
O=C(O)CCC(=O)N1CCc2cc(S(=O)(=O)N3CCC(Cc4ccccc4)CC3)ccc21 | 25% | 9% | -10% | 1.6%
COC(=O)c1cc(NS(=O)(=O)c2cc(Br)cc3c2N(C(C)=O)CC3)cc(C(=O)OC)c1 | 3% | 0% | -13%[10.9 µM] | -0.8%
NC(=O)Nc1nc2ccccc2[nH]1 | 6% | 10%[1.84 µM] | 4% | -1.3%
O=C(NC1CC1)c1ccc(S(=O)(=O)NCC2CCCCC2)cc1 | -5% | 11% | 8% | 1.9%
O=C1CSC(c2ccco2)N1 (stereo unspecified) | 13% | 6% | -5% | -0.9%
CCc1c(C)c2cc(Cl)c(O)c(CN(CC)CC)c2oc1=O | 3% | 1% | -7% | -1.0%
Cc1cccc(-n2c(=O)[nH]c3c(C(N)=O)nc(C(C)C)nc32)c1 | 19% | 27% | -8% | -1.5%
COC(=O)C1=C(C)N(CCc2ccccc2)C(=O)C1 | 5% | 12% | -2% | -2.2%
CCc1ccc(NC(=O)CSc2nc(=O)n(Cc3ccco3)c3c2CCC3)cc1 | -6% | 5% | -10%[10.9 µM] | ?
O=C1CN(CC(=O)N2CCCCC2)c2ccccc2O1 | 10% | -3% | -3% | ?
Clc1nc2sccn2c1/C=N/n1cnc2ccccc21 | -16% | -10% | -1% | -1.8%
CN(C(=O)Cn1nnc(-c2ccc(S(C)(=O)=O)cc2)n1)c1ccccc1 | 16% | -7% | 2%[10.9 µM] | 0.4%
CCN(C(=O)c1cc2cccc(OC)c2oc1=O)C1CCCCC1 | 14% | 18% | · | ·
O=C(NCCc1ccc(Cl)cc1)c1ccc(CS(=O)(=O)Cc2ccc(Cl)cc2)o1 | -14% | 6% | -13%[10.9 µM] | -0.7%
CC1CCC(NC(=O)CN2CCCN(Cc3ccc(F)cc3Cl)C2=O)CC1 (stereo unspecified) | -12% | -9% | -16% | 2.6%
COc1ccc(CCNC(=O)CCn2c(=O)oc3ccccc32)cc1 | -3% | -6% | -11% | -0.3%
CC(=O)Nn1c(C)nnc1-n1nc(C)cc1C | 8% | -9% | · | ·
CSc1ccc(CCNC(=O)CCCn2nc(C)c3sc4ccccc4c3c2=O)cc1 | 4% | -2% | -11%[10.9 µM] | ?
COC(=O)CSc1nnc(-c2ccncc2)o1 | 9% | -2% | 0% | -2.9%
CSc1nnc2c(n1)OC(c1ccc(C(=O)O)cc1)N(C(C)=O)c1ccccc1-2 (stereo unspecified) | 4% | 12% | -3% | -0.5%
COc1cccc(-c2cc(C(=O)Nc3ccn(Cc4ccc(C)cc4)n3)no2)c1 | -16% | -20% | -7%[10.9 µM] | ?
CCOC(=O)C1CCN(C(C(=O)NC2CCCCC2)c2ccc(OC)cc2)CC1 (stereo unspecified) | -5% | -1% | -8% | -1.6%
COC(=O)c1ccccc1NS(=O)(=O)c1cc2c(cc1C)N(C)CCO2 | 4% | -17% | -8%[10.9 µM] | ?
COc1ccc(OC)c(CNC(=O)C2CCN(S(=O)(=O)N3CCCC3)CC2)c1 | 14% | 15% | 0% | -0.8%
C=C(C)C(=O)OC | 3% | 4%[1.84 µM] | 9% | -1.1%
O=C(O)CCNC(=O)c1ccccc1 | 9% | -2% | -26% | ·
CCOC(=O)c1c(S(=O)(=O)NCC(=O)N(C)c2ccc(C)cc2)c(C)n(C)c1C | -13% | 14% | -6%[10.9 µM] | -1.4%
CSc1nc(C)cc(SCCO)n1 | 1% | -1% | -4% | -4.3%
O=C(NCCc1nc2ccccc2n1Cc1ccc(Cl)cc1Cl)c1ccco1 | ? | 3% | -29%[10.9 µM] | ?
CCOC(=O)c1cnc(NCc2ccc(Cl)cc2)c2ccccc12 | -12% | 9% | 15%[10.9 µM] | ?
Cc1ccccc1C(=O)OCc1cc(=O)n2nc(C3CCCCC3)sc2n1 | -22% | 7% | -9%[10.9 µM] | -0.5%
CC(C)c1nnc(N2C(=O)c3oc4ccccc4c(=O)c3C2c2ccccc2F)s1 (stereo unspecified) | 1% | 8% | -10%[10.9 µM] | 4.9%
Cc1ccc(Cn2c(C)c(CNCc3ccccc3F)c(C(=O)O)c2C)cc1 | 0% | 5% | 5%[10.9 µM] | 1.3%
COc1cccc(-c2cc(NCCc3c[nH]c4ccc(OC)cc34)ncn2)c1 | -7% | 4% | -12% | -0.1%[11.4 µM]
COc1ccc(C(=O)Nc2ccc(S(=O)(=O)NCc3ccco3)cc2)cc1OC | 3% | -1% | -7% | 0.3%
Cc1ccc(Nc2nn3c(=O)c4cc5c(cc4nc3s2)OCO5)cc1Cl | 1% | -3% | -9%[10.9 µM] | 0.0%
CCC(Sc1nc(C)cc(=O)[nH]1)C(=O)Nc1sc2c(c1C#N)CCCC2 (stereo unspecified) | 10% | 8% | -17% | ?
O=C(CSc1nnc(Cc2ccccc2)n1-c1ccc(Cl)cc1)N1CCOCC1 | 5% | 10% | -3% | 0.2%
Cc1cc(C)cc(NC(=O)C(Cc2ccccc2)NS(=O)(=O)c2ccc3c(c2)CCC(=O)N3)c1 (stereo unspecified) | -8% | -1% | 9%[10.9 µM] | ?
COc1ccc(S(=O)(=O)NCC(c2ccco2)N2CCN(c3ccccc3)CC2)cc1OC (stereo unspecified) | -14% | 4% | -6%[10.9 µM] | -0.4%
O=C(CSc1n[nH]c(-c2ccc(S(=O)(=O)NC3CCCCC3)cc2)n1)N1CCCC1 | 3% | 7% | -23% | 1.3%
Nc1nc(N)nc(-c2ccccn2)n1 | 3% | 3% | -1% | -0.3%
O=C(c1ccc(CN2CCOCC2)cc1)N1CCN(Cc2ccccc2)CC1 | 4% | -13% | -9% | -0.7%
Cc1ccc2cc(CN(Cc3cccs3)Cc3nnnn3CC3CCCO3)c(=O)[nH]c2c1 (stereo unspecified) | -1% | 8% | -3% | ?
O=C1NC(=O)C2(CCC(C(=O)O)C2)N1 (stereo unspecified) | -4% | 14% | 25% | 1.2%
COc1ccccc1CNC(=O)c1c(O)c2cc(OC)c(OC)cc2[nH]c1=O | -5% | 9% | -3% | 6.5%
COC(=O)CCN1CCC(C(N)=O)CC1 | -5% | -7% | -8% | 0.7%
Cc1ccc(C(=O)Nc2ccc3c(c2)ncn3C)cc1 | ? | ? | -35%[inhibitor] | 6.1%
O=C(NC1(C(F)(F)F)NC(=O)N(Cc2cccnc2)C1=O)c1cccs1 (stereo unspecified) | 21% | 2% | 4% | 0.3%
CC(=O)Nc1ccc(OCC(O)CN2CCN(Cc3ccccc3)CC2)cc1 (stereo unspecified) | -4% | -9% | -15% | -0.5%
COc1ccc(-c2nnc(-c3ccc(N(C)C)cc3)o2)cc1 | 2% | -4% | -2% | 1.2%
CC(=O)c1cccc(NC(=O)NCCS(C)=O)c1 (stereo unspecified) | 5% | -8% | · | 2.7%
CCOC(=O)c1cccc(NC(=O)c2oc3c(c2C)-c2nn(CC)cc2CC3)c1 | ? | 9% | -15%[10.9 µM] | -0.8%
Cc1ccc(-c2cc(C(=O)N3CCCC3)no2)cc1 | 7.9µM* | 7.9µM* | -80%[inhibitor] | ?
COc1ccc(-c2cn3nc(SCC(=O)Nc4ccc(C)c(Cl)c4)ccc3n2)cc1 | ? | -30% | -13%[10.9 µM] | ?
COC(=O)c1sccc1NC(=O)c1ccncc1 | 6% | 1% | 6% | -3.2%
COc1ccc2nc(SCC(=O)Nc3ccc4c(c3)OCCO4)[nH]c2c1 | -12% | -10% | -17% | ?
CCC(Sc1nc2ccncc2[nH]1)C(=O)Nc1cc(C)ccc1C (stereo unspecified) | 0% | 19% | 5%[10.9 µM] | 0.7%
CC(=O)c1cc2c(cc1N/C(=N/S(=O)(=O)c1ccc(C)cc1)c1ccc(F)cc1)OCO2 | ? | -4% | -16%[10.9 µM] | 2.7%

Further records follow:
SMILES | p53ts 39C kill | p53ts 32C tox | Imprint erasure | IkB signaling
COC(=O)CSc1nc2c(c(=O)[nH]c(=O)n2C)n1CCC(C)C | -9% | -1% | 3% | 0.7%
Cc1cc(C(C)(C)C)cc(S(=O)(=O)NCC(=O)O)c1C | 6% | 2% | 0% | 0.1%
Cc1nn(S(=O)(=O)c2ccccc2)c(C)c1S(=O)(=O)N1CCC(C)CC1 | -8% | 8% | 6%[10.9 µM] | 2.2%
CCn1c2ccccc2c2nnc(SCc3ccccc3)nc21 | 14% | -9% | -21% | ?
N#Cc1cn(CC(=O)NCCc2c[nH]c3ccccc23)c2ccccc12 | -2% | 8% | -18% | ?
N#Cc1ccc(C23CC4(C2)[C@H](CN(Cc2ccc(-c5ccccc5)cc2)[C@@H]4c2ccccc2)C3c2ccc(Cl)nc2)cc1 (stereo partly specified) | -11% | 12% | 0% | ·
COc1ccc(-c2cc(C(=O)NCCc3ccccc3)c3cc(C(C)C)ccc3n2)cc1 | ? | 1% | 9%[10.9 µM] | -2.2%
O=C(Cn1c(=O)oc2cc(S(=O)(=O)N3CCCCC3)ccc21)NCc1ccc(F)cc1 | -8% | -8% | -20%[10.9 µM] | ?
O=C(c1cc2ccc3cccnc3c2[nH]1)N1CCCCC1 | 0.63µM* | 1.6µM* | -79%[inhibitor][10.9 µM] | ?
CCOc1ccc(-c2nnc(N)o2)cc1 | -21% | -18% | -19% | 0.2%
CCN1CCN(C(=O)c2cc3c(=O)n(C)c4ccccc4c3n2C)CC1 | -8% | -3% | -11% | -4.2%
CCN(CC)S(=O)(=O)c1ccc(S(=O)(=O)N(CC(=O)Nc2ccccc2)Cc2ccco2)cc1 | -3% | 9% | · | ·
CCN(Cc1ccccc1)C(=O)Cn1c(=O)cc(C)c2c(C)nn(-c3cccc(F)c3)c21 | -2% | 13% | -7%[10.9 µM] | ?
Cc1cc(C)cc(NC(=O)CN2C(=O)CSc3ccc(S(=O)(=O)N4CCCC4)cc32)c1 | -8% | 6% | 20%[10.9 µM] | ?
CN(C)S(=O)(=O)c1ccc(C(=O)Oc2cc(=O)[nH]c3ccccc23)cc1 | -8% | 3% | -2% | 14%
COC(=O)c1ccc(C(NC(=O)c2ccccc2)[C@]2(C)C[C@H]2C2CCCCC2)cc1 (stereo partly specified) | 1% | 1% | -18% | ·
CCN(CC)C(NC(=O)c1ccccc1)C(=O)c1ccccc1 (stereo unspecified) | -9% | 4% | -1% | 1.8%
CCOc1c(Cl)cc(Cl)cc1CNCCSc1nnnn1C | 10% | -14% | -11%[10.9 µM] | -0.5%
CC(C)Oc1ccc(CNC(=O)C2=Cc3ccccc3OC2)cc1 | 29% | -2% | -4%[10.9 µM] | ?
CCOc1cc(S(=O)(=O)NCCc2c(C)[nH]c3ccc(C)cc23)ccc1F | ? | 20% | -16%[10.9 µM] | ?
COc1ccc(-c2cc(C(=O)Nc3c(C)nn(Cc4ccccc4Cl)c3C)no2)cc1 | -9% | -23% | -14% | -0.5%
CCc1c(O)nc(SCc2ccccc2)n(C(C)CC)c1=O (stereo unspecified) | 16% | 20% | -9% | -0.2%
Nc1nnc(CCC2CCCCC2)s1 | -2% | -5% | -11% | -2.4%
COc1cccc(N(CC(=O)NC2CCCC2)C(=O)Cn2nnc(-c3ccc(C)cc3)n2)c1 | 12% | 3% | -11% | 3.8%
O=C(Nc1ccccc1Br)N1CCN2CCCCC2C1 (stereo unspecified) | -17% | 4% | -3%[10.9 µM] | -0.1%

An unsorted share of the library; any-hit rate near 1.7%.
